Screening data: PubChem BioAssay, several laboratories
PPARg SRC-3 ag: PPARgamma agonists recruiting SRC-3 coactivator, primary screen, biochemical. Peroxisome proliferator-activated receptor gamma (Homo sapiens), P37231. biochemical PPARgamma/SRC-3 coactivator recruitment assay. activation, % at 8 µM. hit rate 0.26% among 200,000. AID 731, 2007; in the data active = activation above about 23%;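 also: 0% = DMSO and 100% = reference agonist; some compounds past the cut are filed as inactive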
Target sequence (P37231 whole entry, looked up): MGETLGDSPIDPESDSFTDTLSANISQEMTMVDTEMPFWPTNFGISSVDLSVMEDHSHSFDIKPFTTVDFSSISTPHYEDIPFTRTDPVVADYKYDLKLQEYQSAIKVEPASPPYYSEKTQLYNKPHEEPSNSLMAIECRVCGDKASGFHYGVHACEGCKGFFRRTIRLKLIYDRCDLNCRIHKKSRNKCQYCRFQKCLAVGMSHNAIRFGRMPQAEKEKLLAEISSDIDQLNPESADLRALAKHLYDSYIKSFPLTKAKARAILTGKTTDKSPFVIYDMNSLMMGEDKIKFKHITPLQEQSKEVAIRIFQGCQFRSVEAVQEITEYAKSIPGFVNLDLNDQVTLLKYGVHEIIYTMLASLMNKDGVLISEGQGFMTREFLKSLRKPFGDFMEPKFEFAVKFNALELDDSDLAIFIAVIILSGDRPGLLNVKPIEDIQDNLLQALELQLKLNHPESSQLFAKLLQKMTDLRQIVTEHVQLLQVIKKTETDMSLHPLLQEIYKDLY
PPARg SRC-1 ag: PPARgamma agonists recruiting SRC-1 coactivator, primary screen, biochemical. PPARgamma-SRC-1 coactivator recruitment biochemical assay. activation, % at 8 µM. hit rate 0.41% among 200,000; in the data active = activation above about 19%;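 also: 0% = DMSO and 100% = reference agonist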
TNAP inh hiacc: human TNAP enzyme inhibitors, primary screen, biochemical, luminescent, high phosphate acceptor level, uHTS; purified TNAP, CDP-star luminescence, 1 M DEA; inhibition, % at 20 µM; hit rate 0.03% among 200,000;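 active = over 50% inhibition of tissue-nonspecific alkaline phosphatase at 20 µM in the single-dose screen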;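 also: plate controls were DMSO wells for no effect and EDTA-quenched wells as full inhibition for full effect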
Target sequence (P05186 whole entry, looked up): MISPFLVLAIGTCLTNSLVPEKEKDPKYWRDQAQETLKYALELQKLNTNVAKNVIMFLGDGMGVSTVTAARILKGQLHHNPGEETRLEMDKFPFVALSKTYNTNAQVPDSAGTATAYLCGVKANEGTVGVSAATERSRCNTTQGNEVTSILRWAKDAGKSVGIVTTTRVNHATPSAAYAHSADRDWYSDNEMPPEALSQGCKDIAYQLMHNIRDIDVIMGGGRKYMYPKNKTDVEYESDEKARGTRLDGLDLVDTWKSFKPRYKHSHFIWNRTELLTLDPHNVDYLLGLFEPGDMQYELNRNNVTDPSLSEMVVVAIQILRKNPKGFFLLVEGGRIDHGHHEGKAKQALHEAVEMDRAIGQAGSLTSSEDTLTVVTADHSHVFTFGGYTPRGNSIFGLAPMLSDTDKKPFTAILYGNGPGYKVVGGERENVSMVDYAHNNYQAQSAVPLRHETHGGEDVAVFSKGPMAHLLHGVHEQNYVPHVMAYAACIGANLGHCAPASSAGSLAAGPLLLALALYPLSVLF
PPARg SRC-2 ag: agonists of PPARg-SRC-2 recruitment, primary screen, biochemical, HTS; hit rate 0.34% among 200,000; activation, % at 8 µM; PPARgamma LBD-SRC-2 recruitment; in the data active = activation above about 22%;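 also: 0% = vehicle and 100% = reference agonist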
TNAP inh noacc: human TNAP enzyme inhibitors, primary screen, biochemical, luminescent, no phosphate acceptor, uHTS | Alkaline phosphatase, tissue-nonspecific isozyme (Homo sapiens), P05186 | inhibition, % at 20 µM | hit rate 0.26% among 200,000 | purified TNAP, CDP-star luminescence, 30 min | AID 1012, 2008;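 active = tissue-nonspecific alkaline phosphatase inhibition above about 50% at 20 µM in the single-dose screen, limit read from the data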;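 also: 0% = DMSO negative control and 100% = EDTA positive control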
bIAP activator: bovine intestinal alkaline phosphatase activators, primary screen, biochemical, bovine IAP, CDP-star luminescence. alkaline phosphatase, intestinal [Bos taurus]. purified bovine IAP, 30 min; active compounds read high; fold of DMSO-control signal, blank-subtracted. activation factor at 20 µM. hit rate 0.17% among 200,000;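 active = activation factor of 2 or more at 20 µM, a signal rise over negative controls twice the positive control's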
Efa HMGR inh: inhibitors of E. faecalis class II HMGR, primary screen, biochemical, Enterococcus faecalis. AID 1066, 2008. inhibition, % at 10 µM. hit rate 0.41% among 190,000. purified E. faecalis HMGR, NADPH absorbance 340 nm kinetic. HMG-CoA reductase (Enterococcus faecalis, mvaE);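 active = inhibition above a set limit, the median over all tested compounds plus 3 SD, cut at about 9.5% in these data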;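 also: enzyme runs in reverse so mevalonate oxidation gives rising NADPH absorbance; 0% = complete reaction with DMSO and 100% = background rate lacking mevalonate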
SRC2 TRFRET art: TR-FRET signal artefacts, primary screen, artefact control for PPARgamma SRC-2 agonist project, biochemical; TR-FRET artefact counter-screen; active compounds read high; hit rate 0.4% among 200,000; TR-FRET ratio at 8 µM; in the data active = TR-FRET ratio above about 2000; also: inactives centre near 1500
bIAP inhibitor: bovine intestinal alkaline phosphatase inhibitors, primary screen, selectivity assay for TNAP inhibitor project, biochemical, bovine IAP, CDP-star luminescence. alkaline phosphatase, intestinal [Bos taurus]. purified bovine IAP, 30 min. inhibition, % at 20 µM. 190,000 tested, under 10 active. AID 1019, 2008;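 active = over 50% inhibition of intestinal alkaline phosphatase at 20 µM in the single-dose screen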
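Assay system – bovine IAP enzyme · Quantity – bovine IAP at 1/65,000,000 final dilution · Detection – CDP-star luminescence signal · Times – 30 min reaction at room temperature · Also added – CDP-star substrate at 30 µM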
TNAP act hi DEA: TNAP activators at high phosphate acceptor level, primary screen, biochemical, luminescence, uHTS | purified TNAP, CDP-star luminescence, 1 M DEA, 30 min; active compounds read high; 0 = EDTA background, 1 = DMSO-only activity | activation factor at 20 µM | Alkaline phosphatase, tissue-nonspecific isozyme (Homo sapiens), P05186 | 200,000 tested, under 10 active;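 active = activation factor at least 2 at 20 µM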
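Assay system: human TNAP; Input: enzyme diluted 1/800 final; Reagent: CDP-star luminogenic substrate at 100 µM final; Timing: 30 min, room temperature; Signal: luminescence; Evaluation: TNAP activation factor scaled between EDTA and DMSO control wells.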
An asterisk follows results filed as active.

SMILES	PPARg SRC-3 ag	PPARg SRC-1 ag	TNAP inh hiacc	PPARg SRC-2 ag	TNAP inh noacc	bIAP activator	Efa HMGR inh	SRC2 TRFRET art	bIAP inhibitor	TNAP act hi DEA
CC(C)CCOc1ccc(C(=O)CCNC(C)C(=O)O)cc1 (centres undefined)	5	4	-4	6	-2	0.9	-2	1570	6	1
O=C(NCC1CCCCC1)c1cccc(S(=O)(=O)NCc2cccnc2)c1	6	9	-1	-4	-8	1	-7	1652	4	1
COC(=O)Cn1c2[n+](c3ccccc31)CC(O)CS2 (centres undefined)	3	-4	-2	7	-1	1.1	1	1462	-14	1
CCOC(=O)Nc1sc2c(c1C#N)CCCC2	8	7	-10	7	-13	0.9	0	1485	8	1.1
CCOc1ccccc1NC(=S)NCCc1ccccc1	4	5	-4	-1	-7	0.8	-2	1548	17	1
CN(C)S(=O)(=O)c1ccc(C(=O)Nc2ccc(CCC(=O)N3CCCC3)cc2)cc1	2	3	0	13	-5	1	-9	1596	4	1
CCOC(=O)N1CCN(C(=O)c2ccc(OCC)cc2)CC1	-3	4	-1	-1	-2	1	-7	1536	5	1
O=C(OCC(=O)N1CCN(C(=O)c2ccco2)CC1)c1ccccc1OCc1ccccc1	1	6	-6	0	-9	0.9	-2	1519	11	1.1
CCCCOCCCNS(=O)(=O)c1ccccc1	-17	6	-3	1	-8	0.9	-2	1640	12	1
CCc1ccc(/C=C2\Oc3ccc(C(=O)OC)cc3C2=O)cc1	-3	-2	-1	2	1	1	-2	1670	-2	1
Cc1ccc(C)c(SCc2noc(C(=O)NCC3CCCO3)c2C(=O)O)c1 (centres undefined)	0	3	-3	-2	-11	1	-1	1647	-4	1
CC(=O)c1ccc(NC(=O)COC(=O)c2ccccc2N=Nc2ccc(N(C)C)cc2)cc1	4	9	34	9	23	1.1	-6	1674	-12	0.7
O=C(NCc1ccccc1)Nc1cccn(Cc2ccccc2Cl)c1=O	7	5	-6	9	-10	1	-5	1619	0	1.1
COc1cccc(N2C(=O)N(c3ccccc3)C3CS(=O)(=O)CC32)c1 (centres undefined)	-14	-2	-3	2	-10	0.9	1	1559	7	1
CCC(C)C1C(C#N)=C(N)OC2=C1C(=O)CC(C)(C)C2 (centres undefined)	6	7	-4	-5	-7	0.9	-3	1507	13	1
Cn1c(=O)c(C(=O)CN2CCOCC2)c(N)n(Cc2ccccc2)c1=O	1	4	-6	0	-16	0.9	-3	1564	6	1.1
Cc1ccc2c(c1)C(c1ccccc1)N(C(=O)C(C)C)CC(=O)N2 (centres undefined)	-1	9	-4	4	-12	0.9	-4	1662	6	1
CCCc1nc2oc3c(NCCN(C)C)ncnc3c2c2c1CCCC2	9	-1	-7	5	5	1	-6	1676	4	1.1
Cc1ccc(NC(=O)CSc2nnc(Cc3ccccc3)o2)cc1	4	11	-4	6	-15	1.1	-1	1751	-14	1
CCOC(=O)C1CCCN(C(=O)c2cc(Cl)ccc2Cl)C1 (centres undefined)	-1	1	-8	1	-12	1	-10	1393	5	1.1
CC(=O)Cc1nsc(NC(=O)c2ccc(Cl)cc2Cl)n1	0	3	-4	-1	-11	1	-1	1700	-5	1
Cc1ccc2[nH]c3c(c2c1)CN(C(=O)CN1CC(C)OC(C)C1)CC3 (centres undefined)	6	1	0	2	-9	1.2	-1	1575	-20	1
Nc1n[nH]c(=S)n1/N=C1/C(=O)Nc2ccccc21	20	14	29	13	-30	0.8	5	1537	16	0.7
CCOC(=O)C1(CCCc2ccccc2)CCN(Cc2ccn[nH]2)CC1	0	7	-8	8	-12	1.2	-1	1527	-20	1.1
Cc1ccc(-c2csc(NC(=O)c3cccc(N4C(=O)CCC4=O)c3)n2)o1	0	-7	-5	0	-10	0.9	-7	1384	12	1
COc1ccc(-n2cc(-c3ccccc3)c3c(NN4CCOCC4)ncnc32)cc1	1	10	-3	6	-18	1.1	-3	1475	-14	1
CCn1ncc(C2=NOC(C(=O)NCCc3ccccc3)C2)c1C (centres undefined)	1	-2	-3	-3	-14	0.9	-1	1443	12	1
C=CCc1ccccc1OCCSc1nc2ccc([N+](=O)[O-])cc2s1	-3	0	2	9	-4	1	2	1584	-3	1
CCOc1cc(C2NC(=O)NC(C)=C2C(=O)OCc2ccccc2)ccc1O (centres undefined)	-3	-6	-7	4	-14	1.1	3	1434	-9	1.1
COC(=O)c1nn(-c2ccc(OC)cc2)c(=O)cc1Oc1ccccc1	-6	-3	-3	0	-9	1	-5	1483	2	1
CCOc1ccc(N(CC(=O)Nc2ccc(F)c(F)c2)S(=O)(=O)c2c(C)noc2C)cc1	0	5	-5	-2	-10	0.9	-1	1522	10	1.1
O=C(Nc1nncs1)C(Sc1ccccc1)c1ccccc1 (centres undefined)	0	3	6	3	4	1	-4	1479	-3	0.9
CCc1ccc(N(C(=O)c2snc(C(N)=O)c2N)C(C(=O)NCCC(C)C)c2c[nH]c3ccccc23)cc1 (centres undefined)	2	9	-2	10	-6	1	-4	1618	-1	1
COc1ccccc1N1CCN(C(=O)C2CC=CCC2C(=O)O)CC1 (centres undefined)	5	-9	1	4	-5	0.9	-1	1595	8	1
C#CCSc1nc2[nH]ncc2c(=O)[nH]1	2	2	-1	-1	3	1.1	-1	1662	-7	1
Cc1ccc(CC(=O)Nc2ccccc2-c2ccccc2)cc1C	5	0	-8	3	-13	1	-2	1668	3	1.1
Cc1ccc(S(=O)(=O)Cc2ccc(C(=O)N3CCCC3)o2)cc1	-5	-7	0	-12	-9	1.1	1	1517	-11	1
CC(C)(C)NC(=O)C(Cc1ccccc1)NS(=O)(=O)c1ccc2c(c1)CCC(=O)N2 (centres undefined)	0	1	1	-5	-7	0.9	2	1588	6	1
Cc1cc(=O)[nH]c2c1cnn2Cc1ccccc1	18	2	-4	1	-11	0.9	0	1650	8	1
Cc1ccc(NC(=O)c2cccc(C(=O)OC(C)C)n2)c(Br)c1	4	3	-3	-4	-7	0.9	-3	1690	6	1

7 structures from above, arranged by heavy-atom count, smallest number first:
SMILES	PPARg SRC-3 ag	PPARg SRC-1 ag	TNAP inh hiacc	PPARg SRC-2 ag	TNAP inh noacc	bIAP activator	Efa HMGR inh	SRC2 TRFRET art	bIAP inhibitor	TNAP act hi DEA
C#CCSc1nc2[nH]ncc2c(=O)[nH]1	2	2	-1	-1	3	1.1	-1	1662	-7	1
CC(=O)Cc1nsc(NC(=O)c2ccc(Cl)cc2Cl)n1	0	3	-4	-1	-11	1	-1	1700	-5	1
Cc1ccc(NC(=O)c2cccc(C(=O)OC(C)C)n2)c(Br)c1	4	3	-3	-4	-7	0.9	-3	1690	6	1
COc1ccccc1N1CCN(C(=O)C2CC=CCC2C(=O)O)CC1 (centres undefined)	5	-9	1	4	-5	0.9	-1	1595	8	1
COC(=O)c1nn(-c2ccc(OC)cc2)c(=O)cc1Oc1ccccc1	-6	-3	-3	0	-9	1	-5	1483	2	1
COc1ccc(-n2cc(-c3ccccc3)c3c(NN4CCOCC4)ncnc32)cc1	1	10	-3	6	-18	1.1	-3	1475	-14	1
CCOc1ccc(N(CC(=O)Nc2ccc(F)c(F)c2)S(=O)(=O)c2c(C)noc2C)cc1	0	5	-5	-2	-10	0.9	-1	1522	10	1.1

Further records follow:
SMILES	PPARg SRC-3 ag	PPARg SRC-1 ag	TNAP inh hiacc	PPARg SRC-2 ag	TNAP inh noacc	bIAP activator	Efa HMGR inh	SRC2 TRFRET art	bIAP inhibitor	TNAP act hi DEA
CC(=O)N1CCc2cc(S(=O)(=O)CCC(=O)Nc3ccc4c(c3)OCCO4)ccc21	5	8	-4	3	-12	0.9	1	1559	7	1
CCOC(=O)C1CCCN(C(c2ccccn2)c2c(C)[nH]c3ccccc23)C1 (centres undefined)	3	5	-1	8	-7	1	-5	1616	-2	1
Cc1ccc(-c2csc(NC(=S)NC(=O)/C=C/c3ccco3)n2)cc1	-5	1	0	3	7	0.9	4	1518	10	1
O/N=C/c1cn(-c2ccc(Cl)cc2)nn1	0	-2	-2	0	-2	1.1	-3	1654	-7	1
CC(=O)Nc1ccc(OCC=C(Cl)Cl)cc1	-8	-4	0	-9	-10	0.9	-3	1424	7	1
O=c1c2ccccc2nc(-c2ccco2)n1Cc1ccccc1	-5	-5	-4	-3	-4	1	-1	1317	3	1
O=C1C2C(C(=O)N1/N=C/c1cc(Br)cc([N+](=O)[O-])c1O)C1C=CC2C12CC2 (centres undefined)	9	2	15	11	-4	0.9	-2	1864	14	0.9
COC(=O)c1c[nH]n2c(=O)c(C(C)C)c(C)nc12	1	8	-5	-4	-10	1	2	1619	3	1.1
CCOC(=O)C1CCN(c2c(NCCCN(CC)c3ccccc3)c(=O)c2=O)CC1	-6	1	0	8	-10	1	-1	1519	-1	1
COc1cc(C2C(C(C)=O)=C(C)Nc3ncnn32)ccc1O (centres undefined)	-6	4	-6	-6	-1	1	2	1386	1	1.1
Cc1cccc(NCc2ccccc2O)c1	11	4	2	14	-11	0.8	-4	1585	23	1
CCOC(=O)CSc1nc(C)cc(Oc2ccc(=O)n(C)n2)n1	1	-1	0	-10	-5	0.9	-2	1388	14	1
COCCn1c(=NC(=O)CSC(C)=O)sc2cc(OC)ccc21	2	1	-2	9	-7	0.9	-4	1750	8	1
CC1=CC(c2ccccc2)n2nc(N3C(=O)C4CC=CCC4C3=O)nc2N1 (centres undefined)	4	-1	-7	-7	6	1.2	0	1466	-21	1.1
Cc1cc(NC(=O)CCC(=O)N(c2ccccc2)C2(C(=O)NC3CCCCC3)CCCC2)no1	14	8	-12	-1	-12	1	-8	1470	3	1.1
CCc1sc(NC(=O)c2cc3ccccc3oc2=O)nc1-c1cccs1	0	2	4	6	-6	0.9	-2	1621	5	1

Random excerpt: 2 compounds from above
SMILES	PPARg SRC-3 ag	PPARg SRC-1 ag	TNAP inh hiacc	PPARg SRC-2 ag	TNAP inh noacc	bIAP activator	Efa HMGR inh	SRC2 TRFRET art	bIAP inhibitor	TNAP act hi DEA
CC1=CC(c2ccccc2)n2nc(N3C(=O)C4CC=CCC4C3=O)nc2N1 (centres undefined)	4	-1	-7	-7	6	1.2	0	1466	-21	1.1
CCc1sc(NC(=O)c2cc3ccccc3oc2=O)nc1-c1cccs1	0	2	4	6	-6	0.9	-2	1621	5	1
